Screening data deposited in PubChem by several laboratories.
FadD28 FP inh – M. tuberculosis FadD28 bisubstrate binding inhibition | 360,000 compounds, 0.22% hits | inhibition, % at 12.5 µM | FadD28 bisubstrate probe binding, fluorescence polarization; in the data active = inhibition above about 8.5%, passing the limit was not always enough; inconclusive = no clear call, values can overlap the other calls
GDH-TPI inh – counter-screen for M. tuberculosis FBA inhibitors: GDH-TPI coupled enzymes. GDH-TPI coupled enzyme counterscreen, NADH absorbance. inhibition, % at 4.8 µM. 360,000 compounds, 1.2% hits. AID 588335; in the data active = inhibition above about 30%;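 also: 0% = DMSO wells and 100% = wells lacking the enzyme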
Yp Topo-I inh – Y. pestis Topo-I inhibition via cleavage products | activity, % at 10 µM | 360,000 compounds, 0.064% hits | Y. pestis Topo-I cleavage product accumulation, plate reader; in the data active = activity above about 50%, passing the limit was not always enough; inconclusive = no clear call, values can overlap the other calls; also: inactives centre near 2
Mtb BioA inh – BioA (M. tuberculosis) enzyme inhibition. purified M. tuberculosis BioA enzyme, plate reader. inhibition, % at 9.99 µM. 360,000 compounds, 0.096% hits. AID 602481; in the data active = inhibition above about 40%; inconclusive = no clear call, values can overlap the other calls
UGM FP inh – inhibitors of M. tuberculosis UDP-galactopyranose mutase; inhibition, % at 10 µM; purified UGM, fluorescence polarization probe displacement; P9WIQ1; 320,000 compounds, 0.06% hits; AID 504406; in the data active = inhibition above about 10%, passing the limit was not always enough; inconclusive = no clear call, values can overlap the other calls
Target sequence (P9WIQ1 whole entry, looked up): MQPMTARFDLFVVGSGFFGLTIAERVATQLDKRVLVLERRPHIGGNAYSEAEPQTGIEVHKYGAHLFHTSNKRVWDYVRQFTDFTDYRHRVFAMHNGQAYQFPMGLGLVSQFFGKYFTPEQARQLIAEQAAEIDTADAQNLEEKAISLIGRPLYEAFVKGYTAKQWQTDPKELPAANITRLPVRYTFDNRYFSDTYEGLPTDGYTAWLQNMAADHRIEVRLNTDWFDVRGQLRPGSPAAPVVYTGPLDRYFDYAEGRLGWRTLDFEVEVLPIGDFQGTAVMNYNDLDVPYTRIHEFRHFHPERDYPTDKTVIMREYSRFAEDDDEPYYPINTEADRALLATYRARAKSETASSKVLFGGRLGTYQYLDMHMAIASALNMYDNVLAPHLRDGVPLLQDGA
BH1578 lux ind – inducers of Vibrio cholerae quorum light production without autoinducers | activation, % at 18.7 µM | V. cholerae BH1578 lux reporter, luminescence, 6 h | 350,000 compounds, 0.16% hits; in the data active = activation mostly above about 9.7%, no sharp cut-off; inconclusive = no clear call, values can overlap the other calls; inactive = mostly below about 3.7%; also: not every result past the cut was called active; inactives centre near 0; reference of the scale not given here
PfHsp40 yeast – restores yeast growth despite PfHsp40 toxicity | S. cerevisiae expressing PfHsp40, growth rescue, ATP luminescence | growth rescue, % at 12.5 µM | 340,000 compounds, 0.68% hits; in the data active = growth rescue above about 28%, passing the limit was not always enough; inconclusive = no clear call, values can overlap the other calls;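 also: yeast W303a lacking pdr1 and pdr3 grown in galactose medium; growth measured after three days at 30 °C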
TcdB GH inh – blocks C. difficile toxin B glycohydrolase activity | P18177 | TcdB glycohydrolase enzymatic assay, plate reader | inhibition, % at 9.99 µM | 350,000 compounds, 0.24% hits | AID 652162; in the data active = inhibition above about 10%
FBA Mtb inh – inhibitors of M. tuberculosis fructose-bisphosphate aldolase | inhibition, % at 1 µM | P9WQA3 | purified M. tuberculosis FBA, fluorescence read-out | 360,000 compounds, 2.3% hits | AID 588726; in the data active = inhibition above about 27%;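 also: 0% = vehicle and 100% = reference inhibitor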
Target sequence (P9WQA3 whole entry, looked up): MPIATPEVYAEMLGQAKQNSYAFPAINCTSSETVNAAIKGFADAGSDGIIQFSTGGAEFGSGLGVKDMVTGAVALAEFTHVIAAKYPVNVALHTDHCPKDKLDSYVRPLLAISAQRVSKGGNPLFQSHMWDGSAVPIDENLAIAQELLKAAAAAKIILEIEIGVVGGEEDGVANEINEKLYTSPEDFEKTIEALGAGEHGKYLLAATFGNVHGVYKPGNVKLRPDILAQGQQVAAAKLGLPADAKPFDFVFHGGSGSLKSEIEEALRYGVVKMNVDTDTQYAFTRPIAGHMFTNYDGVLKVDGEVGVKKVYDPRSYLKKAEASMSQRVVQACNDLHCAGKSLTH
* = called active by the depositor; i = inactive; ? = inconclusive; . = no result given.

SMILES	FadD28 FP inh	GDH-TPI inh	Yp Topo-I inh	Mtb BioA inh	UGM FP inh	BH1578 lux ind	PfHsp40 yeast	TcdB GH inh	FBA Mtb inh
O=C(CCS(=O)(=O)c1ccc(Br)s1)N1CCc2ccccc21	0.7	1	14	.	-1.6	i	-0.1	.	-1
CN(C(=O)c1ccc(NC(=O)Cc2cccc(NC(=O)C3CCN(C(=O)C4CC4)CC3)c2)cc1)C1CC1	0.6	-8	-1	0.1	.	-2.0	-1.2	2.7	5
COc1ccc(N2C(=O)c3cccc4cccc(c34)C2=O)cc1	-4.1	6	-1	-2.2	3.2	i	-1.1	0.8	-3
CCC/C(O)=C1\C(=O)CC(C)(C)CC1=NCc1ccccc1	-0.9	-1	1	.	-1.0	0.0	-0.1	-0.4	3
COC(=O)C1C2C=CC(C3CC23)C1C(=O)OCC(=O)c1ccc(OC)cc1 (stereo not drawn)	-0.9	2	10	-0.1	-1.1	-1.2	1.7	.	0
CN1CCCN(Cc2nc(-c3cccc(C(F)(F)F)c3)no2)CC1	-1.9	2	2	.	0.4	-0.2	0.8	.	0
C=CC[C@H](CC(=O)N(CCO)Cc1ccccc1)C(=O)N[C@@H](C)COC(=O)[C@H](CC=C)CC(=O)OC(C)(C)C	-1.9	-7	2	1.7	-2.5	-0.5	6.6	-0.6	2
Cn1c(SCC(=O)NCCC2=CCCCC2)nnc1C(F)(F)F	-1.0	10	-1	-0.9	.	-0.7	.	-0.4	1
O=C(CNS(=O)(=O)c1cccs1)N1CCN(c2ccccn2)CC1	-1.2	8	1	-1.3	-1.6	i	-1.0	.	87*
COC(=O)c1sccc1NC(=O)c1cccnc1	-1.7	6	-1	.	0.4	-0.4	-0.6	.	4
Cc1cc2c(c(=O)n1C1CC1)C(c1cccc(Cl)c1)C(C#N)=C(N)O2 (stereo not drawn)	-2.8	-8	1	0.6	-1.0	.	-1.2	.	2
Cc1ccc(Cn2nnc3c(=O)[nH]c(C4CCN(S(=O)(=O)/C=C/c5ccccc5)CC4)nc32)cc1	1.3	1	10	0.5	-0.7	-0.4	0.9	-0.1	5
COc1cccc(OC)c1OCC(C)CNCC1CCCO1 (stereo not drawn)	0.8	1	9	.	0.5	i	-0.9	0.7	1
COC(=O)c1[nH]c2ccc(F)cc2c1NC(=O)Nc1ccc(OC)cc1	0.2	12	-2	0.1	-2.1	-0.5	-0.8	.	6
CN(C)CCSc1nc(N)c2c3c(sc2n1)CN(C)CC3	-3.6	27	-12	3.2	2.2	-0.5	0.6	.	38*
CN1CCN(S(=O)(=O)c2ccc(N3CCc4ccccc4C3)nc2)CC1	2.0	-1	-12	-2.3	-3.5	i	-0.4	0.2	2
Cc1ccc(N2C(=O)/C(=C/c3ccc(CN(CCC#N)S(C)(=O)=O)o3)C(=O)NC2=S)cc1	?	10	10	1.6	0.1	0.3	1.5	.	-2
CNC(=O)CSc1nnc(-c2cnccn2)n1C	-1.6	-3	1	-1.2	-2.0	i	0.9	2.0	2
CO/N=C/c1ccc(N2CCOCC2)c([N+](=O)[O-])c1	0.5	6	9	-3.2	1.4	i	12	1.8	-1
O=c1[nH]c(=O)n(Cc2ccco2)c(O)c1C=NCCN1CCNCC1	-2.3	10	3	.	-0.8	-0.9	0.3	1.3	0
CCOC(=O)c1c(C)[nH]c(C)c1C(=O)COC(=O)c1cccnc1SC	-2.2	5	19	7.4	.	i	0.6	-2.9	0
CC1CCC(NC(=O)COC(=O)c2ccc3ncsc3c2)CC1 (stereo not drawn)	-3.2	-1	3	-0.5	0.5	i	0.1	0.2	0
COc1ccc(C(=O)N/C(=C\c2cn(C)c3ccccc23)C(=O)OCCN(C)C)cc1	-0.6	18	2	.	-1.9	i	1.6	1.1	-4
COc1cccc(NC(=O)Cn2cc(C=O)c3ccccc32)c1	0.4	6	-7	-1.3	0.8	-1.5	-0.2	0.6	3
O=C1CCc2cc(S(=O)(=O)N3CCC(C(=O)NCc4ccccn4)CC3)ccc2N1	1.5	7	-4	1.3	0.0	-0.2	0.5	0.5	2
COc1cccc(C2C(C#N)=C(N)Oc3cc(C)n(Cc4ccco4)c(=O)c32)c1 (stereo not drawn)	-2.7	8	5	0.4	-2.5	i	-1.0	.	-1
CC1CCc2sc(C(=O)N(C)CC(=O)Nc3ccc(N4CCOCC4)cc3)cc2C1 (stereo not drawn)	-2.2	1	12	0.4	-5.1	0.5	-0.4	0.1	0
CC(C)CNC(=O)NC1C(NC(=O)NCC(C)C)N(C)C(=O)N1C (stereo not drawn)	-1.3	5	-4	-2.8	-0.2	-0.5	-0.4	.	0
C[n+]1cccc(CNC(=O)/C=N/O)c1	-4.2	-17	1	.	-1.1	-0.2	-0.8	.	-1
O=C(Cc1ccccc1)NCC1OCCc2ccccc21 (stereo not drawn)	-0.7	-5	0	4.3	-1.4	-0.3	-0.2	3.1	0
N/C(CCS(=O)(=O)c1ccc(Cl)cc1)=N\OC(=O)c1ccccc1Cl	-1.6	6	1	.	-0.2	i	-0.7	-0.5	4
O=C(N/N=C/c1cccc(O)c1)NC1CCCCC1	-0.9	7	-1	.	-1.6	-0.4	-1.2	0.3	4
COc1ccc(-n2c(SCC(=O)O)nc3sc4c(c3c2=O)CCC4)cc1	-1.9	8	5	2.9	-0.7	-0.3	-0.6	4.1	-2
Nc1nc(=S)c2ncn(C3OC(CO)C(O)C3O)c2[nH]1 (stereo not drawn)	1.1	16	-1	-1.8	-3.6	i	0.6	0.5	0
CC(NC(=O)c1cccnc1)C(c1cccs1)N1CCN(c2ccccc2F)CC1 (stereo not drawn)	-2.5	12	0	0.4	-0.9	-0.4	1.0	2.2	-5
Cc1ccccc1C(=O)c1cccn1CC(=O)NCCCc1ccccc1	-3.3	0	34	-0.3	0.9	i	0.4	1.3	2
CCOC(=O)C1CCN(C(=O)c2ccc3c(c2)OCCO3)CC1	-3.0	2	-3	1.6	-2.7	-1.8	-0.4	-0.3	1
COc1ccccc1CNC(=O)c1ccccc1SCC(=O)NCc1ccco1	-0.6	4	9	1.1	.	i	-0.7	2.1	0
CCN1CCN(S(=O)(=O)c2c(C)[nH]c(C)c2C(=O)N2CCCCC2)CC1	-1.9	-2	-6	-2.1	1.1	i	-0.2	-1.6	-2
COc1cc(/C=C2\SC(=S)N(NC(=O)c3ccc(O)c(OC)c3)C2=O)ccc1O	16*	15	-4	9.8	-5.4	-0.3	-0.1	0.3	-11

The final 2 records of the part above open the next one:
SMILES	FadD28 FP inh	GDH-TPI inh	Yp Topo-I inh	Mtb BioA inh	UGM FP inh	BH1578 lux ind	PfHsp40 yeast	TcdB GH inh	FBA Mtb inh
CCN1CCN(S(=O)(=O)c2c(C)[nH]c(C)c2C(=O)N2CCCCC2)CC1	-1.9	-2	-6	-2.1	1.1	i	-0.2	-1.6	-2
COc1cc(/C=C2\SC(=S)N(NC(=O)c3ccc(O)c(OC)c3)C2=O)ccc1O	16*	15	-4	9.8	-5.4	-0.3	-0.1	0.3	-11
Cc1ccc(S(=O)(=O)n2ccc(OC(=O)c3cccs3)n2)cc1	-4.2	2	26	-0.1	-0.4	-0.9	3.7	0.6	0
CC(C)Nc1cc(N2CCCC2)ccc1[N+](=O)[O-]	-0.8	6	11	-2.7	-1.4	i	-0.2	1.4	-16
CCc1cccc2c1NC(=O)C21N2CCCC2C(C(=O)c2ccc3ccccc3c2)C12C(=O)Nc1ccccc12 (stereo not drawn)	-3.7	13	13	-0.9	-0.8	i	3.7	2.3	2
Cc1ccc(-c2nnc(Oc3cccc(C)c3)c3ccccc23)cc1	-2.5	5	1	-3.7	2.4	-3.1	-0.2	.	-1
O=C(NCCN1Cc2ccccc2C1=O)c1cccs1	-0.6	11	-5	-1.1	-7.2	i	0.3	.	0
COc1ccc(CNC(=O)c2[nH]c(C)c(C(C)=O)c2C)cc1	-0.4	-3	2	9.4	-1.1	i	1.0	1.6	0
O=C(O)c1ccccc1Nc1cccc(OCc2ccc3ccccc3n2)c1	-1.2	11	2	3.6	0.8	i	1.0	-0.9	-1
Cc1nnc(N(C)C(=O)c2cnccn2)s1	-1.5	-2	-6	-2.4	0.7	-0.2	-0.7	-0.1	2
CCOC(=O)c1sc(NC(=O)c2ccc(C)o2)nc1C	-2.9	23	-8	-1.9	-2.7	i	-0.7	.	-2
CC1CCN(C(=O)Cn2cc(C(=O)c3ccco3)c3ccccc32)CC1	-2.4	21	-11	0.8	2.7	-6.7	-0.8	.	0
O=C1OCc2cc(NC(=O)C3COc4ccccc4O3)ccc21 (stereo not drawn)	-2.8	3	-1	1.4	0.1	-0.4	1.4	0.9	2
Cc1c(NC(=O)c2cc(-c3ccc(F)cc3)on2)c(=O)n(-c2ccccc2)n1C	-1.8	-5	4	0.5	7.3	-0.3	-1.4	-0.1	0
O=C(NCC1CCCO1)c1cc2n(n1)C(C(F)(F)F)CC(c1ccc(Br)cc1)N2 (stereo not drawn)	-3.7	13	7	-0.5	-0.7	4.2	2.1	.	-2
Cc1ccccc1C(=O)NCC(=O)NNC(=S)NC(=O)c1ccccc1C	-0.1	-2	0	2.0	-0.6	0.0	1.1	.	-1
Cc1ccc2c(CN3CCN(c4ccc(Cl)c(Cl)c4)CC3)cc(=O)oc2c1	-2.2	.	.	0.3	.	.	.	-0.1	-2
O=C1S/C(=C\c2ccccc2)C(=O)N1CC(O)Cn1c2ccccc2c2ccccc21 (stereo not drawn)	-2.4	0	2	-0.6	-0.4	-2.7	0.1	.	-5
CC(/C=C/c1ccco1)=N/NC(=O)CNc1ccccc1C	-2.0	17	1	.	-0.2	-0.4	1.4	0.1	1
O=c1[nH]c2ccc(Cl)cc2c(-c2ccccc2)c1CN1CCOCC1	-2.3	3	7	2.3	-0.3	0.0	0.1	.	3
CN(C)CCNS(=O)(=O)c1ccc(N2CCN(c3ccc(F)cc3)CC2)c([N+](=O)[O-])c1	-1.8	8	-29	.	0.1	3.6	-0.9	0.4	-6
Fc1ccc(NCc2cccnc2)cc1F	-2.9	9	-6	.	4.6	i	-1.0	-1.3	-2
COc1ccc(CNC(=O)c2c(C)nc3ccccn23)cc1	-0.3	2	2	.	2.1	-0.3	-0.8	.	4
COC(=O)c1cn(NC(=O)C2CCC(C)CC2)c(=O)c2ccccc12 (stereo not drawn)	-3.6	-1	6	-0.6	0.3	-0.3	-1.8	.	0
CC(=O)c1ccc(-c2cnc3c(NC=O)cc(-c4ccc(N5CCN(C)CC5)cc4)cn23)cc1	-0.7	13	-4	1.0	.	-0.6	.	3.3	1
O=C(Cc1ccc([N+](=O)[O-])cc1)c1c(O)cc(O)cc1O	1.3	35*	-1	2.9	0.9	-4.8	0.2	-5.7	-1
COC(=O)Nc1ccc(S(=O)(=O)N2CCC(C(=O)N3CCC(C)CC3)CC2)cc1	-1.7	7	8	.	-1.0	-0.6	0.1	-3.6	1
Cc1cc(F)ccc1-c1cc(C(=O)NCc2ccc(C(F)(F)F)cc2)[nH]n1	-3.5	10	-4	-0.7	.	-9.5	.	-0.4	2
CCc1[nH]nc2c1C1(CCN(C(=O)OCc3ccccc3)CC1)C(C#N)=C(N)O2	0.2	-12	13	-0.5	-1.5	i	-0.9	.	0
Cn1cccc1C(=O)NC(=O)COC(=O)CNS(=O)(=O)c1ccc(Br)cc1	-0.1	20	8	0.2	3.9	.	-0.7	.	2
COc1ccccc1-c1ccc(SCC(=O)Nc2cc(C)on2)nn1	-2.0	3	3	.	1.8	-0.2	-2.5	1.0	1
Cc1cc(Br)ccc1SCC(=O)OCC(=O)c1c(N)n(C)c(=O)n(C)c1=O	-4.0	4	16	.	-1.2	i	1.6	0.5	-2
CCCc1cc(C(=O)Nc2cccc(Cl)c2C)no1	.	0	20	-0.6	0.8	-0.3	0.2	-0.6	0

Rewritten with values under each structure: two of the compounds above.
Each structure is followed by: FadD28 FP inh, GDH-TPI inh, Yp Topo-I inh, Mtb BioA inh, UGM FP inh, BH1578 lux ind, PfHsp40 yeast, TcdB GH inh, FBA Mtb inh
COC(=O)c1cn(NC(=O)C2CCC(C)CC2)c(=O)c2ccccc12 (stereo not drawn)
 : -3.6, -1, 6, -0.6, 0.3, -0.3, -1.8, ., 0
CC(=O)c1ccc(-c2cnc3c(NC=O)cc(-c4ccc(N5CCN(C)CC5)cc4)cn23)cc1
 : -0.7, 13, -4, 1.0, ., -0.6, ., 3.3, 1
